Pol eta inh – inhibitors of human DNA polymerase eta; Potency, µM (series often up to 114 µM), for the others: top-dose activity change, negative = inhibition, usual class: inhibitors; recombinant Pol eta, fluorescent DNA replication assay; Q9Y253; 390,000 compounds, 1.2% hits; also: % is scaled to controls: 0 for no effect and ±100 for the full control effect
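Pol eta at 10 nM preincubated with compounds 15 min at room temperature; reaction started with fluorescent substrate (50 nM final) and read kinetically at 0 and 10 min.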
POLK inh – inhibitors of human DNA polymerase kappa; 400,000 compounds, 0.53% hits; Q9UBT6; AID 588579; purified Pol kappa, fluorescent DNA synthesis assay, 10 min; Potency, µM (highest dose often 107 µM), without a hit: top-dose activity, negative = inhibition, most hits filed as inhibitors; also: % is scaled to controls: 0 for no effect and ±100 for the full control effect
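Fluorescent qHTS in 1536-well format: enzyme (10 nM) and compound sat 15 min at room temperature before 50 nM substrate (final) was added. Signal taken at 0 and 10 min; no-enzyme buffer wells were negative controls.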
JMJD2A Tudor – JMJD2A Tudor domain (human) inhibition | O75164 | AlphaScreen JMJD2A-Tudor / H3K4me3 peptide binding | Potency, µM (doses to about 114 µM), without a hit: at the top dose activity change, negative = inhibition, usual class: inhibitors | 390,000 compounds, 4.4% hits | AID 504339; also: % is scaled to controls: 0 for no effect and ±100 for the full control effect; nearly all actives have a fitted effect of over 50% in size
BLM helicase inh – blocks DNA unwinding by human BLM helicase. P54132. recombinant BLM DNA unwinding, fluorescence dequenching. Potency, µM (top dose mostly 56.1 µM), inactives show at the highest dose activity change, negative = inhibition, usual class: inhibitors. 350,000 compounds, 0.2% hits. AID 2528;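 also: plate controls were vehicle for no effect and no enzyme for full effect; nearly all actives have a fitted effect of over 35% in size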
Pol beta inh – DNA polymerase beta (human) inhibition | Pol beta primer extension/strand displacement, fluorescence kinetic | Potency, µM (highest dose often 114 µM), for the others: at the top dose activity change, negative = inhibition, most hits filed as inhibitors | 340,000 compounds, 1.3% hits; also: % is scaled to controls: 0 for no effect and ±100 for the full control effect
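Enzyme-only controls used 10 nM Pol beta; buffer lacking enzyme served as negative control. Compound preincubated 15 min, then 50 nM substrate added; 0 and 10 min reads at room temperature.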
BAZ2B inh – inhibitors of human BAZ2B bromodomain; Potency, µM (doses to about 114 µM), for the others: top-dose activity change, negative = inhibition, hits mostly inhibitors; 360,000 compounds, 4.4% hits; AlphaScreen BAZ2B-H3K14Ac peptide displacement; AID 504333; also: % is scaled to controls: 0 for no effect and ±100 for the full control effect; nearly all actives have a fitted effect of over 60% in size
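AlphaScreen luminescence quantifies BAZ2B engagement of H3K14Ac peptide; the protein and biotinylated peptide are both at 50 nM final, buffer PBS pH 7.4 with 0.01% Tween-20, all steps at room temperature.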
APE1 inh – blocks human APE1 abasic DNA cleavage | Potency, µM (highest dose often 65.8 µM), inactives show top-dose activity change, negative = inhibition, most hits filed as inhibitors | recombinant APE1, TAMRA/BHQ-2 abasic DNA cleavage fluorescence | P27695 | 350,000 compounds, 0.35% hits;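 also: plate controls were vehicle for no effect and reference inhibitor for full effect; nearly all actives have a fitted effect of over 55% in size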
Target sequence (P27695 whole entry, looked up): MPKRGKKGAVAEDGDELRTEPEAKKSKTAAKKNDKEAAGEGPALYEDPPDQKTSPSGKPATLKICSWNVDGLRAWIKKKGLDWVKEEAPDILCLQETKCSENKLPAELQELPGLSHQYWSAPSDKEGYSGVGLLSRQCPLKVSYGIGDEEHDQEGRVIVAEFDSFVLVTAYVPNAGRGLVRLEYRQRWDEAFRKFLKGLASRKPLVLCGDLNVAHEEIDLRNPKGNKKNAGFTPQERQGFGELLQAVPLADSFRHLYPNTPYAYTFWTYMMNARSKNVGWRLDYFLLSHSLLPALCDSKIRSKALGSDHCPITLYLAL
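APE1 at 0.75 nM final was preincubated with compound 15 min at room temperature, then 50 nM double-stranded THF abasic-site substrate (5'-TAMRA/3'-BHQ-2) was added. Fluorescence (ex 525/em 598 nm) was read kinetically; third-minus-first read gave activity.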
Pol iota inh – DNA polymerase iota (human) inhibition | Potency, µM (series often up to 115 µM), for the others: at the top dose activity, negative = inhibition, hits mostly inhibitors | AID 588590 | 390,000 compounds, 1% hits | Pol iota fluorescent replication assay, 10 min
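Pol iota at 10 nM preincubated 15 min with compounds at room temperature; reaction started with fluorescent substrate, 50 nM final. Fluorescence read kinetically at 0 and 10 min; buffer-only wells as negative control.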
G9a block – G9a (human) methyltransferase inhibition | AID 504332 | G9a H3K9 monomethylation, AlphaScreen, 2 h | Potency, µM (doses to about 102 µM), for the others: at the highest dose activity, negative = inhibition, most hits filed as inhibitors | 350,000 compounds, 8.8% hits; also: % is scaled to controls: 0 for no effect and ±100 for the full control effect; nearly all actives have a fitted effect of over 75% in size
Target sequence (Q96KQ7 913-1193 limits assumed): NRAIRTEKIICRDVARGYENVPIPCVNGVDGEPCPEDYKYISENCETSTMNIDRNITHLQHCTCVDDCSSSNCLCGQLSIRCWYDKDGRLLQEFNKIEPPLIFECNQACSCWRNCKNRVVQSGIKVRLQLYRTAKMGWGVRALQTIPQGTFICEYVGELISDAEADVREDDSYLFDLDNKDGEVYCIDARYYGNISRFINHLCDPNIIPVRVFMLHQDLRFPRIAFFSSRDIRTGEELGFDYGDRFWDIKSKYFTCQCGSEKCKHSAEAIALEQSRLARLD
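Enzyme 20 nM + cpd, 15 min RT; add b-H3K9 pep 500 nM / SAM 20 uM; 2 h RT; anti-H3K9me1 Ab 0.5 ug/mL + SA donor / anti-rabbit acceptor beads 20 ug/mL each, 10 min; AlphaScreen read.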
Starred values were filed as active, the others as inactive; ? = inconclusive; nt = not tested or not shown; [ ] = dose if it differs, or a comment. Calls follow the shape of the dose curve; as a rule, active = well fitted curve in the direction sought with a large enough effect; inconclusive = small, poorly fitted or top-dose-only effect, or another doubt; inactive = no such curve, though single readings can be large; an effect the other way counts as inactive or inconclusive. Potency is read from the fitted curve at half-maximal effect. This is a subset. The share of hits here may be higher or lower than overall.

Pol eta inh	POLK inh	JMJD2A Tudor	BLM helicase inh	Pol beta inh	BAZ2B inh	APE1 inh	Pol iota inh	G9a block	smiles
-14%	2%	-16%	-1%	-27%	-2%	-2%	31%[activator]	14%	CCCn1cc(C(=O)OCC)c(=O)c2cc(F)c(F)cc21
1%	-8%	-4%	-4%	-27%	3%	-5%	5%	6%[2.33 µM]	CC(NS(=O)(=O)c1cccc(Cl)c1)C(=O)Nc1ccc(-c2nc3ccccc3s2)cc1 (stereo not given)
-14%	15%	9%	-6%	8%	8%	nt	18%	20%[59 µM]	COc1ccc(S(=O)(=O)N(Cc2nc(-c3ccccc3)no2)C2CCCCC2)cc1
-24%	1%	2%	-6%	13%	?	27%	156%[activator]	?	CC(=O)c1ccccc1NCC(=O)Nc1ccc(C)cc1
-15%	-1%[60.1 µM]	1%	-3%	25%	2%	nt	-15%	-3%[59 µM]	COc1cccc(C(=O)NC2CC(=O)N(c3ccc4c(c3)OCCO4)C2)c1OC (stereo not given)
-7%	-1%	-22%	-4%	2%	-16%	-2%	19%	-11%	O=C(COC(=O)c1ccccc1[N+](=O)[O-])Nc1cc(S(=O)(=O)N2CCOCC2)ccc1N1CCCC1
-3%	0%	-8%	2%	23%	-5%	-8%	-6%	nt	CCOc1ccc(C(=O)NCCN2CCCC2)cc1
-8%	-7%	11%	-2%	10%	5%	-11%	-15%	28%	CC(C)CC(NC(=O)CCC(=O)OCC(=O)[C@@]1(O)CCC2[C@@H]3CCC4=CC(=O)C=C[C@]4(C)C3[C@@H](O)C[C@@]21C)C(=O)O (stereo not given in full)
-3%	-5%	-20%	-6%	-2%	6%[57.1 µM]	nt	-9%	-22%[59 µM]	Cc1ccc(C)c(N2CCN(C(=O)Cn3cnc4onc(-c5ccc(F)cc5)c4c3=O)CC2)c1
-3%	-7%[60.1 µM]	6%	-3%	-1%	-1%	nt	40%[activator]	4%[59 µM]	Cc1cc(NC(=O)CSc2ncc(C(=O)Nc3ccc(F)cc3)c(=O)n2C)no1
3%	0%	-9%	-9%	2%	9%	3%	-19%	10%	COc1ccc(C(=O)Nc2cccc3c2CCCC3)cc1
25µM*	79µM*	?	-12%	20µM*	50µM*	?	?	45µM*	Cc1c(C(=O)OCCOC(C)C)[nH]c2c1C(=O)CC(c1ccco1)C2 (stereo not given)
-22%	-2%	6%[57.1 µM]	2%	8%	-12%	?	55%[activator]	7%	Nc1cc(=O)[nH]c(SCC(=O)NNC(=O)Cc2ccccc2)n1
-14%	-1%[60.1 µM]	6%	-1%	-3%	-3%	nt	0%	8%[59 µM]	Cc1cc(C)cc(NCc2nnc3n2CCCCC3)c1
-17%	-25%	-7%	-8%	1%	3%	15%	110%[activator]	?	Cc1ccc(C(=O)NC(=S)NNC(=O)c2ccccc2O)cc1

Brought forward from above: five entries, then new ones.
Pol eta inh	POLK inh	JMJD2A Tudor	BLM helicase inh	Pol beta inh	BAZ2B inh	APE1 inh	Pol iota inh	G9a block	smiles
3%	0%	-9%	-9%	2%	9%	3%	-19%	10%	COc1ccc(C(=O)Nc2cccc3c2CCCC3)cc1
25µM*	79µM*	?	-12%	20µM*	50µM*	?	?	45µM*	Cc1c(C(=O)OCCOC(C)C)[nH]c2c1C(=O)CC(c1ccco1)C2 (stereo not given)
-22%	-2%	6%[57.1 µM]	2%	8%	-12%	?	55%[activator]	7%	Nc1cc(=O)[nH]c(SCC(=O)NNC(=O)Cc2ccccc2)n1
-14%	-1%[60.1 µM]	6%	-1%	-3%	-3%	nt	0%	8%[59 µM]	Cc1cc(C)cc(NCc2nnc3n2CCCCC3)c1
-17%	-25%	-7%	-8%	1%	3%	15%	110%[activator]	?	Cc1ccc(C(=O)NC(=S)NNC(=O)c2ccccc2O)cc1
-24%	-6%	?	nt	nt	50µM*	3%	4%	-1%	COc1ccc(-c2nnc(NC(=O)C3CCCN3S(=O)(=O)c3cccs3)o2)cc1 (stereo not given)
-1%	-10%	-24%	-5%	11%	0%	-1%	17%	-34%[59 µM]	OC1O[C@H](c2ccc3c(c2)OCO3)[C@H]2CO[C@H](c3ccc4c(c3)OCO4)[C@@H]12 (stereo not given in full)
-5%	-26%	-20%	0%	19%	-19%	-5%	-10%	?	Cc1ccc(C2c3sc(=O)[nH]c3SC3C4CC(C5C(=O)N(C(C)C(=O)O)C(=O)C45)C23)cc1 (stereo not given)
-10%	-21%	-5%	0%	0%	-6%	3%	105%[activator]	4%	C=C(C)c1cccc(C(C)(C)NC(=O)NCc2cccnc2)c1
-10%	3%	-2%	0%	30%	-39%	25%	60%[activator]	?	O=C(CC(c1ccco1)S(=O)(=O)c1ccccc1)c1ccccc1 (stereo not given)
-14%	15%	8%	-2%	-4%	-15%	nt	-9%	-6%[59 µM]	CCOC(=O)c1c(-c2ccc(C)cc2)csc1NC(=O)c1cc(=O)c2cc(C)c(C)cc2o1
-15%	2%	-12%	-10%	-6%	2%	16%	28%	5%	CCOC(=O)Cn1nc(C)cc1NC(=O)c1cc(OC)c(OC)c(OC)c1
5%	-5%	-10%	-3%	-18%	0%	17%	8%	2%[59 µM]	Nc1nnc(SCCN2C(=O)c3ccccc3C2=O)s1
-16%	9%	12%	1%	44%	-35%	1%	11%	nt	COCC(=O)N1CCC(Oc2ccc(C(=O)N[C@H](C(=O)OC)C(C)C)cc2)CC1
-2%	-1%	6%	-2%	40%	-7%	-1%	-19%	28µM*	COc1ccc2oc(=O)c(C(=O)OCc3ccccc3)cc2c1
-18%	1%	-19%	0%	-1%	1%	-3%	?	4%[59 µM]	CCn1c(SCC(=O)N/N=C/c2ccc(OC)c(OC)c2)nc2ccccc21
5%	-14%	-8%	-6%	0%	-10%	29%	13%	-11%	Cc1cc(N2CCN(C)CC2)nc2ccc(NC(=O)CCC(=O)NCCc3ccc(Cl)cc3)cc12
-8%	-21%	?	-2%	6%	-18%	5%	25%	16%	Cc1cc(C(=O)N/N=C/c2ccncc2)c2ccccc2n1
-22%	-6%	9%	-7%	-11%	-6%	8%	174%[activator]	-44%	O=C(NCCCCCCNC(=O)c1cccs1)c1cccs1
-17%	10%	-6%	-2%	13%	-3%	41%[activator]	19%	-1%	CS(=O)(=O)N1CCC(C(=O)Nc2ccc(C(N)=O)cc2)CC1
-13%	-2%	-8%	-9%	4%	7%	-1%	9%	-11%[59 µM]	COc1ccc(S(=O)(=O)Nc2ccc(CC#N)cc2)cc1
-13%	9%	2%	-3%	51%	2%	-21%	-8%	8%	CCOC(=O)c1cnc2ccc(C)cc2c1NCCN1CCOCC1
-16%	-9%	-21%	-13%	-30%	1%	nt	-9%	-1%[59 µM]	COc1ccc(OC)c(CNS(=O)(=O)c2ccc(-c3cc(C(F)(F)F)on3)s2)c1
-12%	-13%	-8%	-3%	1%	-19%	22%	78%[activator]	?	COc1ccccc1C(=O)Nc1ccc(S(=O)(=O)Nc2nccs2)cc1
-15%	-13%	?	-8%	12%	2%	-12%	0%	13%[59 µM]	Cc1ccc(OCCn2cc(/C=C(\C#N)C(=O)NCC3CCCO3)c3ccccc32)cc1 (stereo not given)
-5%	-9%	-14%	0%	14%	-6%	3%	-1%	nt	COc1cc(C(C)=O)ccc1OCC(O)Cn1nc(C)c(C(C)=O)c1C (stereo not given)
-11%	14%	-9%	-13%	14%	-1%	-5%	49%[activator]	nt	COc1ccc(Cl)cc1C(=O)Nc1ccc(S(N)(=O)=O)cc1
-11%	0%	-11%	-2%	14%	-6%	nt	46%[activator]	-5%[59 µM]	Cc1ccc2c(c1)c1c(c(=O)n(-c3ccccc3)c(=O)n1CC(=O)NCCC1=CCCCC1)n2C
-19%	-11%	-9%	-3%	-10%	0%	54%[activator]	8%	7%	C=CCn1c(=O)c2ccccc2n2c(SCC(=O)O)nnc12
-9%	9%	-13%	3%	6%	-7%	-18%	18%	-5%	Cn1c(=O)c2ccccc2n(CC(=O)N2CCCc3ccccc32)c1=O
-14%	-18%	-10%	2%	-12%	-11%	nt	22%	9%[59 µM]	COCCCNC(=O)c1cnc2sc(N3CCCCCC3)nn2c1=O
8%	-2%	-9%	2%	23%	-13%	1%	107%[activator]	14%	COCCn1c(SCC(=O)Nc2nnc(C)s2)nnc1-c1ccoc1C
-9%	-7%	3%	1%	55%	2%	1%	-2%	-17%[2.33 µM]	Cn1c(=O)c2c(nc(SCC(=O)NCC3CCCO3)n2C)n(C)c1=O (stereo not given)
-2%	-11%	-15%	nt	nt	6%	-5%	-7%	21%[12.7 µM]	CC1CCCCC1NC(=O)COC(=O)c1cccn1C (stereo not given)
-21%	1%	-12%	1%	20%	11%	-2%	48%[activator]	-4%	COC(=O)[C@@H](NC(=O)/C=C/c1ccc(OC)cc1)C(C)C
?	?	?	-15%	50µM*	?	?	45µM*	nt	COc1cc(/C=N/NC(=O)c2cc(-c3ccco3)nc3ccccc23)cc(OC)c1O
-20%	-12%	-14%	-2%	-19%	-2%	9%	66%[activator]	-3%	COc1ccc(CN2CC(=O)N(c3ccccc3OC)C2=S)cc1OC
-2%	-10%	-8%	-1%	0%	-5%	4%	2%	nt	COc1ccc(N2CCN(C(=O)c3ccc4c(=O)n(Cc5ccc6c(c5)OCO6)c(=O)[nH]c4c3)CC2)cc1
0%	4%	-20%	nt	nt	nt	14%	28%	nt	COc1ccc(C(=O)N/C(=C\c2ccc(SC)cc2)C(=O)NCCCn2ccnc2)cc1OC
-21%	-8%	-36%	nt	nt	-5%	9%	19%	50µM*	CC1CN(S(=O)(=O)c2ccc(C(=O)N(CCCN(C)C)c3nc4cc5c(cc4s3)OCCO5)cc2)CC(C)O1 (stereo not given)

Screening results from PubChem.
